# Compound activity deposited in PubChem by Broad Institute.
# ERp5 block: ERp5 (human) disulfide isomerase inhibition | Q15084 | ERp5 insulin aggregation, absorbance 650 nm, 90 min | inhibition, % at 9.99 µM | 350,000 tested, 0.05% active | AID 651711;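 active = mean replicate inhibition above about 25%, with every replicate also reaching it, limit read from the data, passing the limit was not always enough; inconclusive = only one of those two criteria met; inactive = neither criterion met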
# Target sequence (Q15084 whole entry, looked up): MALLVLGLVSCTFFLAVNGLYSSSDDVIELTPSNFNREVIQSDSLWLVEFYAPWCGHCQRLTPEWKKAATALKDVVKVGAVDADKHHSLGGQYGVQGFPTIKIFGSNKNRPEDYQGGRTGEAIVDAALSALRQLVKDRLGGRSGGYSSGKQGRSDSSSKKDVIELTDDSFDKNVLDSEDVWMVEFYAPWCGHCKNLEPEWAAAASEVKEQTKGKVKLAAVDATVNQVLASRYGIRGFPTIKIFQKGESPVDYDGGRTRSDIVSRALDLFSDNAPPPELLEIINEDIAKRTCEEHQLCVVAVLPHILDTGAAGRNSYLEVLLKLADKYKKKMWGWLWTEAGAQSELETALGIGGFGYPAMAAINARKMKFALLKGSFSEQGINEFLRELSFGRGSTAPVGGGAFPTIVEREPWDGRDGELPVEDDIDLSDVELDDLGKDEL
# S100A4 inh HTS: blocks human S100A4 binding to myosin IIA peptide | inhibition, % at 10.7 µM | P26447 | S100A4/TAMRA-MyoIIA peptide fluorescence polarization | 360,000 tested, 0.14% active;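 active = mean inhibition of at least 70% across replicates, with every replicate also reaching that level; inconclusive = mean inhibition reaches 70% but some replicates fall short; inactive = mean inhibition below 70%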
# Target sequence (P26447 whole entry, looked up): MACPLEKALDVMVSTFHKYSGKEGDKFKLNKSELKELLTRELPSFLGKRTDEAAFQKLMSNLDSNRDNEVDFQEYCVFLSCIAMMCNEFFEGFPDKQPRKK
#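 Assay system: human S100A4 monomer with TAMRA-labelled myosin IIA peptide / Buffer or medium: Calcium-containing HEPES buffer, pH 7.2 / Reagent: TAMRA-labelled myosin IIA heavy-chain peptide probe, 5 nM / Compound: one dose per compound / Timing: polarization read 5 min after assay mix addition, stable 5–60 min / Benchmarks: neutral control DMSO, positive control TFP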
# E-selectin induc: induces E-selectin expression in human endothelial cells; HUVEC E-selectin immunofluorescence imaging; normalized: neutral wells 0, TNF-alpha wells 100; activation, % at 7.58 µM; 260,000 tested, 0.37% active; AID 686992;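 active = mean E-selectin-positive cell signal at least 10% of the positive control, reached in at least 60% of replicates, without over 20% cell loss; inconclusive = no rule given, readout overlaps actives, possibly toxicity-flagged; inactive = the rest, including those meeting only one limit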;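 note: in these data hits start at about 27%; measured in HUVEC primary endothelial cells; signal is the percent of cells scored E-selectin positive by PE staining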
#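 System: HUVEC, human umbilical vein endothelial cells; quantity: 3,000 cells/well; buffer or medium: EGM-2 medium, gelatin-coated wells; dosing: single-point compound dose; detection: immunofluorescence imaging; evaluation: % PE-positive cells; benchmarks: TNF-alpha, DMSO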
# SIRT5 inh: inhibitors of human sirtuin-5 desuccinylase; Purified SirT5, succinyl-peptide AMC, trypsin-coupled fluorescence; inhibition, % at 15 µM; 330,000 tested, 1.1% active; AID 652115; in the data active = inhibition above about 15%; inconclusive = no clear call, values can overlap the other calls
# Target sequence (Q9NXA8 whole entry, looked up): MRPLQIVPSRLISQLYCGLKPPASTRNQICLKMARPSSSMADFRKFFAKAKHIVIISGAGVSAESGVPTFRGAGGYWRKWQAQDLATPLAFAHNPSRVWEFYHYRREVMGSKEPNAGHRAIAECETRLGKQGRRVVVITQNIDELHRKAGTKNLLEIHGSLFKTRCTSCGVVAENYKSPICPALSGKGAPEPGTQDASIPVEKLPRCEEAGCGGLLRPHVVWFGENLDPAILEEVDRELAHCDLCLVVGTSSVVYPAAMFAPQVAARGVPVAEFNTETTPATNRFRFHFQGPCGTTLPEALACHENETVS
# Statin myotox sup: protects C2C12 myotubes from simvastatin toxicity. ATP luminescence, 48 h; scaled: DMSO 0, geranylgeraniol control 100. AID 602340. 330,000 tested, 0.78% active. rescue of ATP level, % at 7.49 µM;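 active = mean ATP rescue above about 67%, or every replicate alone reaching that limit, limit read from the data, passing the limit was not always enough; inconclusive = no clear call, values can overlap the other calls; inactive = mean under the limit and some replicate under it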;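 note: myotubes were challenged with 10 µM simvastatin during compound exposure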
# PglD inh: blocks C. jejuni PglD acetyltransferase activity; purified PglD enzyme, DTNB colorimetric CoA detection; inhibition, % at 12.5 µM; 360,000 tested, 0.098% active; AID 602405; in the data active = inhibition above about 16%, passing the limit was not always enough; inconclusive = no clear call, values can overlap the other calls; note: strong numbers were not always called active
# DENV2 CPE: DENV2-induced cell death inhibition; AID 651640; 350,000 tested, 1.7% active; CPE inhibition, % at 9.99 µM; DENV2-infected cells, cytopathic effect rescue, plate reader; in the data active = CPE inhibition above about 20%, passing the limit was not always enough; inconclusive = no clear call, values can overlap the other calls; tested in BHK-21 cells;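 note: 0% = median of neutral control wells and 100% = median of positive control wells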
# The depositor's hits bear a star; ? = inconclusive; / = no result given; & = joins results of further samples.
SMILES,ERp5 block,S100A4 inh HTS,E-selectin induc,SIRT5 inh,Statin myotox sup,PglD inh,DENV2 CPE
NNc1nc2sc3c(c2c(=O)[nH]1)CCc1ccccc1-3,0,23,/,5,/,/,0
Cc1cn([C@H]2C[C@H](O)[C@@H](CNC/C=C/c3ccccc3[N+](=O)[O-])O2)c(=O)[nH]c1=O,0,5,-0.6,-2,1,-2,-1
Cn1ccnc1SCC(=O)c1ccc([N+](=O)[O-])cc1,3,-4,/,-4,/,/,0
CCCc1ccc2oc(C(=O)N(Cc3nccn3C)C(C)C)c(C)c2c1,-3,0,/,7,-1,12,?
CN1C[C@@H]2[C@H](c3ccccc31)[C@H](CO)N2C(=O)Nc1ccc(F)cc1,-4,8,0.5,3,24,4,-6
COc1ccc(N=C2NN=C(c3c(C)[nH]c4ccccc34)CS2)cc1,-5,-2,0.2,-3,/,/,-1
O=C(C[C@@H]1C=C[C@H](NC(=O)Nc2ccc(C(F)(F)F)cc2)[C@H](CO)O1)NCc1cc(F)cc(F)c1,-5,-1,0.3,-2,8,-2,7
O=C(N/N=C/c1ccccn1)c1cccs1,-2,5,-1.2,-1,/,/,0
O=C(NN1C(=O)/C(=C/C=C/c2ccco2)SC1=S)c1ccccc1O,1,-8,4.2,46*,6,1,7
CCN(C(=O)CSc1n[nH]c(-c2ccccc2)n1)c1c(N)n(Cc2ccccc2)c(=O)[nH]c1=O,-6,0,/,-1,4,-5,12
Cc1[nH]c2ccccc2c1-c1nc2ccccc2[nH]c1=O,-6,-1,0.1,2,13,-3,3
CCOc1ccc(CN2CCN(Cc3cccn3-c3cccnc3)CC2CCO)cc1 (centres undefined),0,-5,/,-7,/,/,-1
C=CCn1c(COc2cccc(C)c2)nnc1SC(C)C(=O)NC1CC1 (centres undefined),-4,13,2.5,-3,-1,-3,0
COc1ccccc1N(C)S(=O)(=O)c1ccc(C)c(C(=O)Nc2nccs2)c1,-2,-8,-0.1,-3,/,/,0
O=C(NCC[C@@H]1CC[C@H](NC(=O)C2CCC2)[C@@H](CO)O1)c1ccc(F)cc1,-2,3,0.7,-1,-2,4,-5
Cc1cccc(C(=O)N[C@H](C(=O)NCCc2ccc(S(N)(=O)=O)cc2)C(C)C)c1,0,3,/,-1,3,3,-3
CCOP(=O)(O)c1cccc(OCCOCCOc2cccc(P(=O)(O)OCC)c2)c1,9,-2,/,-1,9,0,-4
COCCNC(=O)C[C@@H]1CC[C@H]2[C@H](COc3ccc(NC(=O)COC)cc3C(=O)N2C)O1,-3,-18,-0.1,-2,2,-3,9
O=C(NCCc1ccccc1)[C@H]1[C@H](CO)[C@H]2Cn3c(cccc3=O)[C@@H]1N2CC1CC1,-1,-2,0.2,0,-24,2,?
COc1ccc(C(=O)NCCCSc2ccccc2)cc1F,1,3,/,-1,3,5,9
Cn1nc(OCC(=O)O)cc1C(F)(F)F,5,6,-0.2,-3,/,/,-2
CC(=O)Nc1ccc(C2Nc3cc(C)c(C)cc3NC3=C2C(=O)CC(C)(C)C3)cc1 (centres undefined),-8,2,0.0,0,0,-6,5
CCc1noc(C)c1C(=O)N1CCCSC1=Nc1ccccc1,-2,-7,/,-6,0,-1,-2
O=C(CSc1nnc(-c2cccc(S(=O)(=O)N3CCCC3)c2)n1-c1ccccc1)Nc1ccc(C(=O)O)cc1,3,-2,0.9,0,-11,1,-4
CC(=O)Nc1ccc2c(c1)C(=Nc1ccccc1)c1ccccc1-2,3,6,0.7,0,-5,3,-6
Cn1nc(C(=O)NCc2ccc(F)cc2)cc1C(=O)NCc1ccc(F)cc1,11,12,-0.9,0,/,/,14
CCCNC(=O)c1ccc(N(Cc2ccccc2)S(C)(=O)=O)cc1,1,-5,/,-1,-8,-4,/
Cc1nc2ccc(NC(=O)c3ccc(C)c(S(=O)(=O)N4CCOCC4)c3)cc2s1,8,-16,/,1,1,-1,3
O=S(=O)(c1ccccc1)N(CC(O)CN1CCOCC1)c1ccccc1 (centres undefined),-1,-9,/,-4,42,-1,?
C[C@@H]1CN([C@@H](C)CO)S(=O)(=O)c2ccc(C#CC3(O)CCCC3)cc2O[C@@H]1CN(C)C(=O)c1cccnc1,8,-9,/,-6,2,-2,3
CCNC(=O)[C@H]1[C@H](CO)[C@H]2Cn3c(ccc(-c4ccccc4)c3=O)[C@H]2N1Cc1cc(F)ccc1F,4,-13,-0.4,0,24,4,8
Cc1noc(C)c1S(=O)(=O)Nc1ccc2c(c1)C(=O)N([C@@H](C)CO)C[C@H](C)[C@@H](CN(C)S(=O)(=O)c1c(C)noc1C)OCCCC[C@H](C)O2,-7,-1,/,9,/,-1,9
CN1CCN(S(=O)(=O)c2ccc(NC(=O)c3cccc(F)c3)cc2)CC1,-2,-4,/,0,0,3,2
COCCNC(=O)c1cc(S(=O)(=O)N(C)c2ccccc2OC)ccc1C,1,2,-1.6,4,/,/,-3
CC(C)(C)NC(=O)CC1C[C@H](C(=O)N2CCCCC2)[C@@]2(CCc3ccccc3)c3[nH]c4ccccc4c3CCN2C1=O (some centres undefined),3,11,-0.3,5,5,-4,-13
O=C(c1cnccn1)N1CC(=O)N2[C@H](CO)[C@H](c3ccc(C#CCC4CCCC4)cc3)[C@H]2C1,-4,-46,-0.5,5,/,/,-6
COc1ccc(-c2csc3ncnc(N4CCN(c5ccccc5Cl)CC4)c23)cc1,3,0,/,-8,-8,3,?
COc1ccc(-c2nn(-c3ccccc3)cc2/C=N/O)cc1,1,1,0.2,0,3,-2,1
O=C(C[C@H]1C=C[C@H](NC(=O)Nc2ccc(C(F)(F)F)cc2)[C@@H](CO)O1)NCc1cccc(F)c1,2,20,-1.1,-2,-9,-4,-1
Cc1nn(C)c(C)c1NC(=O)Nc1ccc(Cl)c(Cl)c1,-1,2,-0.2,-1,-5,1,4
CCCc1nn2c(=O)cc(CSCC(=O)Nc3ccc(F)cc3)nc2s1,-17,-1,/,-2,3,2,?
COC(=O)Nc1ccc(S(=O)(=O)Nc2ncccn2)cc1,4,-3,-0.1,0,/,/,0
CCC(=O)Nc1sc2c(c1C(=O)N(C)C)CCCCC2,9,4,/,-4,/,-1,/
O=C1C2CC=CCC2C(=O)N1c1nccs1 (centres undefined),-3,2,-0.1,-8,-6,0,1
O=C(Cc1ccccc1)N1CC2(C1)[C@H](c1ccccc1)[C@@H](CO)N2C(=O)Cc1ccccc1,1,4,-0.3,-1,/,/,2
CCNC(=O)C[C@@H]1CC[C@@H]2[C@H](COC[C@H](O)CN2C(=O)c2cc(Cl)cc(Cl)c2)O1,-1,6,0.0,3,10,-1,?
O=C(C[C@H]1CC[C@@H](NC(=O)c2ccccc2)[C@@H](CO)O1)NCCc1ccncc1,1,12,-0.3,-8,0,-2,0
O=C(c1ccc2ccccc2n1)N1CCN(c2ccccc2Cl)CC1,8,3,-0.1,0,/,/,-2
CC(NCCC(c1ccccc1)c1ccccc1)c1ccccc1 (centres undefined),6,1&-11,-0.4,-3,-4,2,-6
CCOc1ccc(N(CC(=O)NCc2ccc(Cl)cc2)S(=O)(=O)c2c(C)noc2C)cc1,-7,0,-1.0,1,3,-1,-6

# Pulled one by one from the list above:
SMILES,ERp5 block,S100A4 inh HTS,E-selectin induc,SIRT5 inh,Statin myotox sup,PglD inh,DENV2 CPE
COC(=O)Nc1ccc(S(=O)(=O)Nc2ncccn2)cc1,4,-3,-0.1,0,/,/,0
O=C(C[C@H]1CC[C@@H](NC(=O)c2ccccc2)[C@@H](CO)O1)NCCc1ccncc1,1,12,-0.3,-8,0,-2,0
CCOc1ccc(N(CC(=O)NCc2ccc(Cl)cc2)S(=O)(=O)c2c(C)noc2C)cc1,-7,0,-1.0,1,3,-1,-6

# The list goes on.
SMILES,ERp5 block,S100A4 inh HTS,E-selectin induc,SIRT5 inh,Statin myotox sup,PglD inh,DENV2 CPE
COCCn1c(SCC(=O)NNC(=O)c2cc(Cl)ccc2OC)nnc1-c1ccncc1,-9,-3,3.0,-2,5,-2,1
CCOC(=O)c1ccccc1NC1c2ccccc2C(=O)N1c1cc(C)ccn1 (centres undefined),0,-2,0.0,-13,-8,-1,?
CCS(=O)(=O)N1CCC(C(=O)NCc2ccc(OC)cc2)CC1,0,-1,/,-5,-6,4,3
CN(C)CCCn1c(=O)n(C2CCCCC2)c(=O)c2c3c(sc21)CCCCC3,-1,2,/,3,-40,-3,10
Cc1ccc(S(=O)(=O)N2CCOCC2)cc1NC(=O)COC(=O)Cc1ccccc1,-3,6,2.5,0,1,0,-3
Cc1ccc(S(=O)(=O)Oc2ccccc2/C=N/Nc2ccc(C(=O)O)cc2)cc1,-6,-3,-2.6,9,/,3,-3
O=C(NCC1CC1)c1onc(CSc2ccccc2)c1C(=O)NCC1CC1,/,/,0.2,/,13,5,/
COc1ccc(NC(=O)CSc2ccc(-c3sc(C)nc3C)nn2)cc1,1,-1,-0.3,-4,-1,1,11
CCNC(=O)c1ccccc1CCc1ccccc1,4,-6,0.2,-3,10,-5,4
CC(CN1CCOCC1)OC(=O)c1ccccc1Cl (centres undefined),3,-4,-0.1,-6,-1,2,-5
CN(C(=O)Cn1c(Cl)nc2c1c(=O)n(C)c(=O)n2C)C1CCS(=O)(=O)C1 (centres undefined),7,-3,/,-2,1,5,8
Cc1ccc(OCc2cc(C(=O)N(C)CCc3ccccc3)no2)cc1C,-18,2,0.0,-4,2,-11,-1
C/C=C/c1ccc([C@@H]2[C@@H](CO)N(C(=O)CC)[C@H]2CN(C)S(C)(=O)=O)cc1,/,/,0.1,/,-15,1,11
C[C@@H]1CN([C@H](C)CO)C(=O)c2cccc(NC(=O)C3CCOCC3)c2O[C@@H]1CN(C)S(=O)(=O)c1ccccc1,-2,-6,17,1,-6,0,-4
Cc1ccc(NC(=O)CSCc2n[nH]c(=O)[nH]2)c(Br)c1,1,-3,/,0,/,/,19
COc1ccc(N(CC(=O)N2CCN(c3ccc(F)cc3)CC2)S(=O)(=O)c2c(C)n[nH]c2C)cc1,4,3,1.7,-2,5,-1,-1
COc1ccccc1C(=O)NCCc1c(C)[nH]c2c(C)ccc(F)c12,-8,1,1.8,-3,/,/,8
O=C(Nc1ccncc1)Nc1ccccc1Cl,0,3,0.3,-3,/,-3,5
CC(=O)c1ccc(S(=O)(=O)Nc2ccc(C(=O)NCC(c3ccccc3)N(C)C)cc2)cc1 (centres undefined),0,1,0.0,0,-1,1,12
CNC[C@H]1Oc2c(NS(=O)(=O)c3ccc(Cl)cc3)cccc2C(=O)N([C@H](C)CO)C[C@H]1C,1,-4,-0.2,-4,3,-1,79*
COc1cc(/C=C/C=C2/CC/C(=C/C=C/c3ccc(O)c(OC)c3)C2=O)ccc1O,1,-25,-0.5,4,/,/,18
COCCN(C[C@@H]1[C@H](c2ccccc2)[C@@H](CO)N1C(C)=O)C(=O)c1ccncc1,-4,17,0.0,8,2,-1,-9
COc1ccc(NC(=O)Nc2cccc3c2O[C@H](CN(C)Cc2ccc(C(=O)O)cc2)[C@H](C)CN([C@H](C)CO)C3=O)cc1,-3,10,-0.1,4,-1,-2,-5
CC(C)CC#Cc1ccc2c(c1)O[C@@H](CN(C)CC1CC1)[C@@H](C)CN([C@H](C)CO)S2(=O)=O,1,0,1.0,3,-1,7,-10
CCOC(=O)N1CCN(C(=S)NC(=O)c2cc(Br)ccc2Cl)CC1,-1,2,3.6,2,/,/,5
C[C@@H]1CN([C@@H](C)CO)C(=O)Cc2cc(N(C)C)ccc2O[C@H]1CN(C)C(=O)Nc1ccc2c(c1)OCO2,-1,-11,/,5,-6,-1,30*
COc1ccc(OCCN2CCN(C(=O)c3ccc(OC)c(OC)c3)CC2)cc1,-1,-1,/,-2,4,-7,-6

# These rows are one share of the data; rates above refer to the full screens.
